Screens deposited in PubChem by National Center for Advancing Translational Sciences (NCATS).
S-ASM inh: human S-ASM enzyme inhibition; P17405; placental ASM, HMU-PC fluorogenic substrate, 60 min; Potency, µM (top dose mostly 57.5 µM), for inactives: top-dose activity change, negative = inhibition, actives largely listed as inhibitors; hit rate 0.006% among 340,000; AID 504937; note: potency is the fitted concentration of half-maximal effect
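HMU-PC0 cleavage (9 uM final) by human placental ASM, 60 min at 37 °C following 10 min compound exposure at RT; stopped at pH 10, fluorescence Ex 386/Em 447 nm.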
Integrin act MD: activates integrin-mediated alleviation for muscular dystrophy; alpha7betagal myoblasts, beta-gal FDG fluorescence, 48 h; Potency, µM (series often up to 38.3 µM), for the others: top-dose activation, usual class: activators; hit rate 0.064% among 350,000; AID 624291;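 note: potency is the fitted concentration of half-maximal effect; 100% = response of the positive control SU9516; nearly all actives have a fitted effect of over 60% in size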
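alpha7betagal+/- myoblasts (passage 13, 250/well) treated 48 h at 37C with compounds at 1:260 dilution of DMSO stock. Lysed, then beta-galactosidase activity read as FDG fluorescence (ex 480/em 540) after 30 min, with pre-read for autofluorescence.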
PTAP TSG101 blk: blocks PTAP/TSG101 interaction to inhibit HIV-1 budding; Fluorescence polarization, FITC-PTAP peptide / Tsg101 binding; Potency, µM (doses to about 115 µM), for the others: at the top dose activity change, negative = inhibition, usual class: inhibitors; 340,000 tested, under 10 active; active = well fitted inhibition curve with a large enough effect in the main read-out, with a control signal flat, not every such curve was filed as active; inconclusive = small, poorly fitted or top-dose-only effect, or effect the other way, or a change in a side signal; inactive = no such curve, though single readings can be large or run the other way; note: potency is the fitted concentration of half-maximal effect; % of control where 0% means no effect
Target sequence (Q99816 whole entry, looked up): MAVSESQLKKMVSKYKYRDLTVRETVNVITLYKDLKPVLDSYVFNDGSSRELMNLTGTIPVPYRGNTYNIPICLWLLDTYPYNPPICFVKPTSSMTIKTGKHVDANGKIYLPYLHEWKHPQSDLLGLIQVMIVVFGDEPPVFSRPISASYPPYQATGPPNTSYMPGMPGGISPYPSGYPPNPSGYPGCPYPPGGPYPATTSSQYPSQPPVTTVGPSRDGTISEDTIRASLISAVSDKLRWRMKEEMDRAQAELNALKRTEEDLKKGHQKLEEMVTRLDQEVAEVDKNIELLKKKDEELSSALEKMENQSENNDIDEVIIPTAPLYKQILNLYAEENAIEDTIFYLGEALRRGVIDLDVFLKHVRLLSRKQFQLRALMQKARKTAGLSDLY
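Fluorescence anisotropy tracks displacement of a FITC-tagged PTAP peptide (50 nM) from the Tsg101 binding domain (10 uM), following a 20 min room-temperature incubation at pH 7.5.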
TRPV1 agonist: activates the human vanilloid receptor TRPV1 | Q8NER1 | hit rate 0.19% among 320,000 | TRPV1-expressing cells, Fluo-8 calcium influx, agonist mode | AID 540275 | activation, % at 8.33 µM; in the data active = activation above about 80%; inconclusive = between about 30% and that limit; note: 0% is about no effect
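Fluo-8 calcium influx in TRPV1-expressing cells, kinetic read (ex 480/em 520 nm). Compound added and read 3 min for agonist activity, followed by capsaicin at EC20 final and 2 min further read for enhancement.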
uPA generation: blocks generation of uPA at the cell surface. cell surface uPA generation assay, qHTS. Potency, µM (series often up to 38.3 µM), for inactives: at the top dose activity change, negative = inhibition, hits mostly inhibitors. hit rate 0.31% among 330,000. AID 540303; active = well fitted inhibition curve with a large enough effect; inconclusive = small, poorly fitted or top-dose-only effect; inactive = no such curve, though single readings can be large or run the other way; tested in mouse RAW 264.7 cells; note: potency is the fitted concentration of half-maximal effect; % is set by controls: 0 for no effect and ±100 for the full control effect; nearly all actives have a fitted effect of over 55% in size
ELG1 genotox: genotoxicity induction in ELG1-luciferase HEK293T cells; hit rate 1.3% among 330,000; HEK293T ELG1-luciferase reporter, luminescence, 16 h; Potency, µM (series often up to 46 µM), for inactives: top-dose activity change, positive = activation, hits mostly activators; note: potency is the fitted concentration of half-maximal effect; % of control where 0% means no effect; nearly all actives have a fitted effect of over 60% in size
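Reporter readout depends on ELG1 protein level, which increases with genetic stress. After 16 hr compound exposure at 37 °C, luciferase activity was quantified using ONE-Glo.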
BRCA1 expr up: increases BRCA1 expression; Potency, µM (highest dose often 46.1 µM), without a hit: at the highest dose activation, most hits filed as activators; hit rate 1.1% among 380,000; MCF7-BRCA1-FFLuc reporter, luminescence, 48 h; response scale: scaled: vehicle 0%, 10 µM genistein 100%; note: potency is the fitted concentration of half-maximal effect; nearly all actives have a fitted effect of over 80% in size; some results filed as inactive show a strong effect at the top dose
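48 h compound treatment of MCF7-BRCA1-FFLuc cells (phenol-red free MEM, 37 °C), then 15 min with luciferase substrate and luminescence imaging.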
Eya2 inh: blocks the phosphatase activity of human Eya2; O00167; recombinant Eya2, OMFP fluorescence dephosphorylation (OMFP is methylfluorescein phosphate); Potency, µM (highest dose often 76.9 µM), without a hit: at the top dose activity, negative = inhibition, usual class: inhibitors; hit rate 0.006% among 330,000; AID 488837; note: potency is the fitted concentration of half-maximal effect; % is set by controls: 0 for no effect and ±100 for the full control effect
Target sequence (O00167 whole entry, looked up): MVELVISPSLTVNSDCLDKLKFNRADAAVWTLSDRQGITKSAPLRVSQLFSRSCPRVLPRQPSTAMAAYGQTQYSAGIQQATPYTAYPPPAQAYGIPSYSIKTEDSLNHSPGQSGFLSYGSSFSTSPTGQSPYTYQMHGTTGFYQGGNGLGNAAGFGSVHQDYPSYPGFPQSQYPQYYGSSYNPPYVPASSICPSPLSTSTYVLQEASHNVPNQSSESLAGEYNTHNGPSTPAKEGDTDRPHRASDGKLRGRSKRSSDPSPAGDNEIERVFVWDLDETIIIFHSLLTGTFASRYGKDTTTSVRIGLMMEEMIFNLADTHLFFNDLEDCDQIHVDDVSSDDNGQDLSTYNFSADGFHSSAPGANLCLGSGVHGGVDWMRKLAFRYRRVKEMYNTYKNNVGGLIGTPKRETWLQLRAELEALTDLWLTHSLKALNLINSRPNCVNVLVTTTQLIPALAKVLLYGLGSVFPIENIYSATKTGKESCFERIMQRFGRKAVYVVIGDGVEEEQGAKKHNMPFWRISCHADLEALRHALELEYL
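Eya2 (0.2 uM) preincubated 10 min at ambient with compound, then OMFP substrate added at 50 uM; 10 min reaction in 50 mM HEPES pH 7.5, 50 mM NaCl, 5 uM MgCl2, 0.05% BSA, 1 mM DTT. Fluorescence read at Ex 485/Em 525 nm.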
USP2a inh: inhibitors of human ubiquitin-specific protease USP2a; O75604; USP2 core, Ub-CHOP2 coupled fluorogenic reporter, 485/531; Potency, µM (series often up to 38.3 µM), inactives show at the highest dose activity change, negative = inhibition, usual class: inhibitors; hit rate 0.01% among 330,000;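 note: potency is the fitted concentration of half-maximal effect; plate controls were DMSO wells for no effect and full inhibition by NEM control for full effect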
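Cell-free coupled assay: 10nM USP2 core preincubated 30min RT with compound in Tris-HCl pH 8.0/CaCl2/CHAPS buffer, then 25nM Ub-CHOP2 and 25nM reporter substrate; fluorescence (Ex 485/Em 531) read after 60min RT, normalized to NEM inhibition, concentration-response curves fitted.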
B2AR arrestin: agonists driving beta-arrestin recruitment to human beta2-adrenergic receptor; P07550; beta-arrestin recruitment to beta2AR, cell-based reporter; Potency, µM (series often up to 46.1 µM), for the others: at the top dose activation, usual class: activators; hit rate 0.02% among 330,000; AID 492947;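 note: potency is the fitted concentration of half-maximal effect; 0% = DMSO controls and full agonism = EC100 isoproterenol or metaproterenol; nearly all actives have a fitted effect of over 65% in size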
p53 reactivation: mutant p53 re-activation in reporter cells. H1299 p53-A138V BP100-luciferase reporter, luminescence, 24 h. AID 504706. Potency, µM (titrated, usually from 92.2 µM), for the others: at the highest dose activity change, positive = activation, usual class: activators. hit rate 0.063% among 320,000; note: potency is the fitted concentration of half-maximal effect; % of control where 0% means no effect; nearly all actives have a fitted effect of over 45% in size
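p53-null H1299 cells stably carrying temperature-sensitive p53-A138V and a BP100-luciferase reporter were pinned with compounds (4-point, 1:5 series) and held 24 hrs at 37 deg C. Luminescence was read 10 min after detection reagent.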
* marks the source's active call; other numbers are inactive results; i = inactive; ? = inconclusive; nt = not tested or not shown; [ ] = another dose, or the depositor's remark. Unless noted, calls come from the whole dose curve; as a rule, active = well fitted curve in the direction sought with a large enough effect; inconclusive = small, poorly fitted or top-dose-only effect, or another doubt; inactive = no such curve, though single readings can be large; an effect the other way counts as inactive or inconclusive.

SMILES | S-ASM inh | Integrin act MD | PTAP TSG101 blk | TRPV1 agonist | uPA generation | ELG1 genotox | BRCA1 expr up | Eya2 inh | USP2a inh | B2AR arrestin | p53 reactivation
Cc1cccc(-c2noc(CN(C)C(=O)c3ccco3)n2)c1 | 1% | 1% | -2% | 3 | -2% | 19% | 94% | -2% | 3% | -0.3% | 13%
FC(F)(F)c1cc(-c2ccco2)nc(-n2nc(C(F)(F)F)cc2C2CC2)n1 | -1% | 3% | -1% | 12 | nt | 0% | 0% | 14% | 0% | 0.4% | 8%
O=C(NNS(=O)(=O)c1ccc(Cl)cc1)c1sccc1-n1cccc1 | -3% | -2% | -10% | nt | 3% | -1% | -6% | 2% | 5% | -0.8% | -1%
Cc1nc2c(C)cccc2cc1C(=O)N/N=C/c1ccc(O)cc1 | 0% | -16% | -3% | ? | -11% | -3% | -63% | 1% | 1% | 0.5% | 5%
O=C(N/N=C/c1cn(-c2ccccc2)nc1-c1cccs1)c1ccccc1F | -15% | -31% | -3% | 10 | -12% | -8% | -55% | 7% | -1% | -2.7% | 4%
O=c1oc2c(CN3CCOCC3)c(O)c(Cl)cc2c2c1CCCC2 | i | 5% | -4% | -1 | 4% | 3% | 0% | 22% | -4% | -0.7% | -10%
O=C(CNC(=O)c1ccccc1)NCC(c1ccco1)N1CCCC1 (stereo not drawn) | 2% | 4% | 1% | nt | 14% | 1% | 17% | -3% | -15% | 0.1% | 1%
Cc1cc(C)c(S(=O)(=O)/N=C2\C=C(Nc3ccc(C(=O)O)cc3)C(=O)c3ccccc32)c(C)c1 | -1% | -77%[inhibitor] | ? | ? | -5% | -34%[inhibitor] | -98% | -28% | -11% | -1.7% | -19%
O=c1sc2ccccc2n1CCOc1ccccc1 | -2% | 0% | -1% | 5 | -2% | 21µM* | 63% | 9%[15.4 µM] | 2% | 0.5% | ?
CC1c2cc3c(cc2CCN1CC(=O)Nc1ccc(S(=O)(=O)N2CCCC2)cc1)OCCCO3 (stereo not drawn) | 6% | ? | 0% | 3 | -7% | -10% | -23% | -1% | -6% | -0.3% | -8%
Cc1ccc(-c2csc3nc4cc(C(N)=O)ccc4c(=O)n23)cc1 | 452%[activator] | -20% | 4% | 24 | -4% | 1% | 0% | 4% | 4% | -1.0% | 0%
Cc1cccc(C2c3[nH]c4ccccc4c3CCN2C(=O)c2ocnc2C)n1 (stereo not drawn) | -2% | -12% | -2% | 2 | 3% | -13% | -3% | -4% | 0% | -0.1% | -2%
O=[N+]([O-])c1ccc2nccn2c1 | 1% | 0% | -5% | -3 | nt | 0% | 7% | -14% | -4% | 0.3% | 21%
C=CCn1c(SCc2csc(-c3ccc(Cl)cc3)n2)nnc1-c1ccccc1OC | -2% | 0% | 0% | 0 | -2% | -6% | -75% | -15% | 1% | -0.3% | -19%
Cc1cc(C(=O)NNc2ccc(F)cc2F)no1 | -1% | -18% | -2% | -1 | 10% | 9% | 0% | -7% | 0% | -0.1% | -1%
O=C(O)c1ccc(NC(C(=O)c2ccccc2)c2ccccc2)cc1 (stereo not drawn) | -3% | 12% | -13% | nt | -3% | nt | 75% | nt | nt | nt | nt
CC(=O)c1ccc(NC(=O)N2C3CCC2CC(O)(c2cccnc2)C3)cc1 (stereo not drawn) | 1% | 4% | 0% | -4 | 1% | 15% | 13% | 4% | -4% | 0.6% | 0%
CC(=O)Nc1ccc(NC(=O)CSc2nc(=O)n3cccc(C)c3n2)cc1 | 0% | -1% | 0% | -2 | -5% | -7% | 0% | -8% | 4% | -0.2% | 2%
Cc1cccc(C(C)C)c1NC(=O)CSc1nncn1C | 0% | -13% | -3% | 2 | nt | 1% | 1% | -14% | 0% | -0.4% | 0%
CC(C)CSc1nnc2[nH]c(=O)cc(N)n12 | 5% | 1% | 5% | 0 | 2% | -1% | 0% | 4% | 0% | -0.8% | -4%
COc1ccc(C(=O)CCC(C)(C)[N+](=O)[O-])cc1OC | 2% | -5% | 0% | 1 | -8% | -4% | -5% | -1% | 4% | 0.0% | 0%
O=C1CC(/C=C/c2ccc([N+](=O)[O-])cc2)=Nc2ccccc2N1 | -6% | 9% | -1% | nt | -8% | 0% | -5% | -5% | -6% | -0.7% | -6%
O=C(CO/N=C/c1ccccc1OC(F)F)NCc1ccco1 | 0% | ? | -2% | 0 | -2% | 3% | -7% | -4% | 2% | -0.7% | 3%
O=[N+]([O-])c1ccc(OCn2cncn2)cc1 | 8% | -41% | -1% | -4 | 7% | 0% | -7% | -21% | 1% | -0.1% | 4%
NC(=S)N/N=C/c1cc([N+](=O)[O-])ccc1Cl | 5% | -3% | -9% | -5 | -9% | 0% | -12% | -9% | 2% | -0.2% | 28%
Cc1cc(NS(=O)(=O)c2ccc(NC(=O)Cc3ccc([N+](=O)[O-])cc3)cc2)nc(C)n1 | -2% | 34% | -2% | nt | -8% | 0% | 2% | -8% | -1% | -1.3% | 0%
COc1ccc(/C=C2\Sc3ccc(C(=O)NC4CC4)cc3N(C)C2=O)cc1OC | -8% | -78%[inhibitor] | -1% | 4 | ? | -4% | -34% | -4% | -1% | -0.9% | -19%
COc1ccc(S(=O)(=O)N(C)C)cc1NC(=O)c1ccc2c(c1)OCCO2 | 4% | -29% | -4% | 3 | -20% | 1% | 2% | -11% | -2% | 0.0% | -7%
CCOC(=O)c1sc(SC)c2c1CCCC2=O | 5% | 0% | -10% | -4 | -6% | 2% | 9% | -18% | 1% | 3.8% | -2%
CC(=O)c1cccc(NC(=O)NC(C)C2CCCO2)c1 (stereo not drawn) | 7% | 32% | -8% | 27 | 3% | -13% | 8% | 18% | 1% | 0.1% | -2%
O=C(N/N=C/CCc1ccccc1)C1CCCCC1 | 1% | -16% | -2% | -8 | -9% | -1% | -7% | 2% | 0% | 2.5% | -1%
COc1cc(C(=O)N2CCN(Cc3ccccc3C(F)(F)F)CC2)cc(OC)c1OC | -2% | -22% | -2% | -5 | 2% | -11% | -5% | -16% | -1% | -1.0% | -22%
COc1ccc(-c2ccc3nnc(SCC(=O)Nc4ccc(NC(C)=O)cc4)n3n2)cc1 | 0% | -37%[inhibitor] | -4% | 2 | -7% | 2% | -26% | 1% | 0% | -0.3% | 8%
Cc1cccc(NC(=O)c2c(C)nn(-c3ccccc3)c2Cl)c1 | -1% | 10% | -4% | ? | -10% | 11% | 70% | 2% | 3% | -0.4% | 1%
Cc1ccc(S(=O)(=O)NC(CC(C)C)C(=O)N2CC(C)OC(C)C2)cc1 (stereo not drawn) | 0% | 21% | -4% | -5 | -12% | -5% | -7% | 9% | 0% | -0.1% | 11%
Cc1ccc(NC(=O)c2ccc(S(=O)(=O)N3CCCCC3)cc2)cc1 | 1% | 12%[7.66 µM] | -2% | ? | nt | 0% | 2% | 13% | 3% | -0.3% | 5%

In a second layout: results already given.
Values in the order: S-ASM inh	Integrin act MD	PTAP TSG101 blk	TRPV1 agonist	uPA generation	ELG1 genotox	BRCA1 expr up	Eya2 inh	USP2a inh	B2AR arrestin	p53 reactivation
- NC(=S)N/N=C/c1cc([N+](=O)[O-])ccc1Cl
  5%	-3%	-9%	-5	-9%	0%	-12%	-9%	2%	-0.2%	28%
- O=C(CO/N=C/c1ccccc1OC(F)F)NCc1ccco1
  0%	?	-2%	0	-2%	3%	-7%	-4%	2%	-0.7%	3%
- COc1ccc(C(=O)CCC(C)(C)[N+](=O)[O-])cc1OC
  2%	-5%	0%	1	-8%	-4%	-5%	-1%	4%	0.0%	0%
- O=C1CC(/C=C/c2ccc([N+](=O)[O-])cc2)=Nc2ccccc2N1
  -6%	9%	-1%	nt	-8%	0%	-5%	-5%	-6%	-0.7%	-6%
- Cc1ccc(S(=O)(=O)NC(CC(C)C)C(=O)N2CC(C)OC(C)C2)cc1 (stereo not drawn)
  0%	21%	-4%	-5	-12%	-5%	-7%	9%	0%	-0.1%	11%
- O=C(N/N=C/CCc1ccccc1)C1CCCCC1
  1%	-16%	-2%	-8	-9%	-1%	-7%	2%	0%	2.5%	-1%
